PhoP GFP inhibition: PhoP regulon inhibitors, Salmonella typhi PhoP promoter GFP reporter, confirmatory (AID 1850) | hit rate 0.33% among 310,000 | inhibition, % at 50 µM; hits with a dose series show IC50 in µM | Salmonella Typhi PhoP-promoter GFP reporter, fluorescence, 4 h; higher % means a stronger effect; in the data active = a potency from the dose series; inconclusive = inhibition mostly from about 25% at the one dose, without a potency; inactive = the rest, 99 in 100 with inhibition below about 19%;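 note: 0% = induced wells with vehicle and 100% = uninduced wells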
H37Rv inhibition: M. tuberculosis growth inhibition, HTS (AID 449762). one-dose inhibition, % at 25 µM; IC50 in µM for titrated hits. hit rate 0.59% among 330,000. M. tuberculosis H37Rv growth inhibition, 7H9 media; higher % means a stronger effect; in the data active = a potency from the dose series; inconclusive = inhibition above about 70% without an active follow-up result;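 note: bacterial growth assessed after seven days of incubation; strong numbers were not always called active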
tuberculosis growth: growth inhibition of non-replicating M. tuberculosis (AID 488890). Mycobacterium tuberculosis non-replicating, growth inhibition; higher % means a stronger effect. one-dose inhibition, % at 25 µM; IC50 in µM for titrated hits. hit rate 0.39% among 320,000; in the data active = a potency from the dose series; inconclusive = inhibition mostly from about 82% at the one dose, without a potency; inactive = the rest, 99 in 100 with inhibition below about 76%;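 note: plate controls were DMSO cells for no effect and high antibiotic wells for full effect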
influenza NS1A: NS1A inhibition, H1N1 influenza, cell based functional assay (AID 504329); NS1A functional cell-based assay, percent inhibition; higher % means a stronger effect; one-dose inhibition, % at 12.5 µM; IC50 in µM for titrated hits; hit rate 0.3% among 340,000; in the data active = a potency from the dose series; inconclusive = inhibition above about 27% without an active follow-up result; note: strong numbers were not always called active
inhibitors of VEEV: inhibitors of VEEV TC-83 cytopathic effect, confirmation, Vero cells (AID 588727); Vero cells, VEEV TC-83 cytopathic effect inhibition; higher % means a stronger effect; inhibition, % at 20 µM, or IC50 in µM where a hit was titrated; hit rate 0.13% among 350,000; in the data active = a potency from the dose series; inconclusive = inhibition mostly from about 14% at the one dose, without a potency; inactive = the rest, 99 in 100 with inhibition below about 12%; note: strong numbers were not always called active
inhibitors of VEEV 10K pilot screen: also measured in inhibitors of VEEV; calls as there; inhibition, %; measured here: 10K pilot screen inhibition
* = called active by the depositor; i = inactive; ? = inconclusive; / = no result given. Hits appear at their usual frequency, and some 1.4% of all compounds hit somewhere here.

SMILES	PhoP GFP inhibition	H37Rv inhibition	tuberculosis growth	influenza NS1A	inhibitors of VEEV	others
N#Cc1c(-c2ccncc2)c2c([nH]c1=O)-c1ccccc1OC2	9.8%	-8.0%	3.7%	/	/
O=C(O)COCCN1CCN(C(c2ccccc2)c2ccc(Cl)cc2)CC1 (configuration not stated)	-1.2%	-6.8%	-2.1%	-6.5%	0.7%
Cc1ccc(C)c(NC(=S)NC23CN4CN(CN(C4)C2)C3)c1	1.0%	2.9%	-6.5%	-11.6%	i
CC(=O)c1ccc(S(=O)(=O)Nc2ccc(-c3ccc4nnc(C)n4n3)cc2)cc1	-4.1%	-5.1%	17.6%	-1.6%	1.3%
Clc1ccc(-c2cnc3n2CCC3)cc1	-14.7%	57.1%	67.5%	-5.4%	0.1%
COC(=O)C1CCN(S(=O)(=O)CCNC(=O)c2ccc3c(c2)OCO3)CC1	2.5%	-7.1%	-16.1%	-4.9%	1.1%
Cc1ccc(C(=O)NCCc2nnc3ccc(NCc4ccc5c(c4)OCO5)nn23)cc1	-4.9%	-3.1%	16.0%	-6.9%	3.0%
CCOc1ccc(NC(=O)C2CCN(c3nnnn3-c3ccccc3)CC2)cc1	3.1%	8.3%	5.8%	-9.2%	2.3%
Cc1ccc(C)c(NC(=O)CN(C)C(=O)CN2C(=O)NC3(CCc4ccccc43)C2=O)c1 (configuration not stated)	/	-10.8%	18.4%	-13.7%	1.0%
CCCN1CCC(N(C)CCc2ccc(OC)c(OC)c2)CC1	13.3%	0.9%	-1.8%	-5.4%	i
CCC(C)[C@H](NC(=O)N1CCn2c1nc1ccccc12)C(=O)NCCc1ccccc1 (some centres not stated)	-2.6%	11.2%	39.3%	4.3%	2.7%
Cn1cc(CCC(=O)N2CCCC(C(=O)c3cccc4ccccc34)C2)cn1 (configuration not stated)	-4.5%	-7.9%	-7.0%	3.0%	0.8%
O=C(NC(Cc1ccccc1)C(=O)O)c1cccnc1Cl (configuration not stated)	4.5%	3.2%	-15.1%	4.8%	0.8%
C=CCn1c(SC(C)C(=O)Nc2ccc(F)c(F)c2F)nnc1C1CC1 (configuration not stated)	-6.8%	-8.8%	4.4%	-1.1%	2.8%
CC(=O)Nc1ccc(OCC(=O)NCCc2ccccc2)cc1	-5.4%	-3.8%	0.4%	-10.6%	1.7%
CCc1ccc(NC(=O)C2=CC(c3ccc(OC)cc3)=NS(=O)(=O)N2C)cc1	-2.8%	-5.5%	27.9%	13.6%	i
CSc1cccc(NC(=O)/C=C/c2ccccc2)c1	44.9%	58.6%	44.6%	1.2%	i
NS(=O)(=O)c1cccc(NC(=O)CSc2nc3ccccc3n2-c2ccccc2)c1	7.4%	6.2%	10.4%	3.4%	8.7%
Clc1ccccc1CN1CCN(c2cccc3[nH]ccc23)CC1	-3.2%	-0.6%	15.4%	/	3.2%
Cc1occc1C(=O)Nc1ccccc1C#N	-3.4%	-1.2%	-1.7%	8.7%	i
O=C(COC(=O)/C=C/c1cccc(F)c1)Nc1ncccn1	-8.8%	-2.7%	21.0%	2.8%	1.1%
CN(C)S(=O)(=O)Oc1cccc(C(=O)Nc2ccc(Cl)cc2)c1	-5.9%	-3.3%	11.3%	-10.7%	7.0%
COc1ccc(C(=O)NNC(=O)c2ccccc2[N+](=O)[O-])cc1[N+](=O)[O-]	18.6%	4.2%	-5.4%	7.0%	0.4%
CCOC(=O)Cc1c(C)nc2c(-c3ccccc3)c(-c3ccccc3)[nH]n2c1=O	-8.8%	9.7%	28.2%	-5.5%	5.7%
CCOC(=O)CN1C(=O)N[C@@H](c2cccc(C(F)(F)F)c2)[C@@H](C(=O)OC)[C@H]1C	-0.7%	-1.3%	6.7%	-9.9%	i
COc1ccc(CCN(C)C(=O)c2cc(S(=O)(=O)N3CCCCCC3)ccc2OC)cc1OC	-4.5%	-3.1%	4.5%	-11.3%	4.4%
COc1cccc(NC(=O)CN2CCN(c3nc(-c4cccc(OC)c4)cs3)CC2)c1	-9.3%	40.4%	9.7%	9.2%	5.2%
NC(=O)CC(NC(=O)c1ccccc1)c1ccc(NCc2ccc(F)c(F)c2)c([N+](=O)[O-])c1 (configuration not stated)	0.4%	-7.3%	0.2%	6.4%	6.3%
Nn1c(SCC(=O)NCc2ccccc2)nncc1=O	2.4%	2.8%	-9.2%	0.1%	0.5%	inhibitors of VEEV 10K pilot screen=2.5
O=[N+]([O-])c1cc2c(cc1/C=N/NS(=O)(=O)c1ccc(Br)cc1)OCO2	-12.9%	10.7%	10.5%	/	0.9%
CCc1ccc(NC(=O)CN2C(=O)C(=O)N(Cc3ccccc3)C2=O)cc1	-1.9%	?	26.7%	/	/
CCOC(=O)C1=NN(c2ccccc2)C(=O)C1	7.5%	-0.9%	8.4%	9.3%	i
CC(C)(C)c1cc2nc(N)nc(N)n2n1	1.8%	-0.9%	8.2%	0.7%	1.4%
O=C(Nc1cc(Cl)cc(Cl)c1)C(NCCO)c1ccccc1 (configuration not stated)	0.5%	/	/	-10.9%	1.8%
Nc1cc(=O)[nH]c(=O)n1CC1CC1	3.6%	-9.0%	-11.7%	-6.7%	1.2%
COC(=O)c1sc2nc(C)cc(C)c2c1N	-1.3%	11.0%	6.2%	0.1%	3.5%
CC(=O)c1sc(NC(=O)C2=NN(c3ccccc3)C(=O)CC2)nc1C	-4.1%	-11.1%	-3.7%	9.5%	3.0%
Cc1nn(Cc2ccccc2)c(C)c1NC(=O)CSc1nc2sc3c(c2c(=O)n1C)CCC3	-1.5%	-8.8%	5.0%	/	/
CCN(C(=O)COC(=O)CCc1ccccc1)c1ccccc1	-5.8%	3.8%	21.8%	-49.2%	2.8%
CCOc1ccccc1NC(=O)C1CCCCN1S(=O)(=O)c1ccccc1 (configuration not stated)	/	-13.5%	31.5%	-2.0%	5.3%
CC(C)c1ccc(NC(=O)c2n[nH]c(=O)c3ccccc23)cc1	/	/	/	6.3%	2.1%
COc1ccccc1NC(=O)C(=O)NCc1ccccc1Cl	-9.3%	2.9%	-14.2%	-4.1%	2.4%
COc1ccccc1N1CCN(CCCCNC(=O)c2ccc3ccccc3c2)CC1	6.5%	-2.8%	48.8%	4.5%	i
COc1cccc(CN(C(=O)CN2C(=O)c3ccccc3S2(=O)=O)C(C(=O)NCC2CCCO2)c2ccco2)c1 (configuration not stated)	-6.3%	0.2%	-0.1%	-13.6%	2.1%
Cc1cccc(NC2SC(=O)N(CC(=O)O)C2=O)c1 (configuration not stated)	-17.9%	-5.8%	-3.1%	-6.4%	0.7%

Continued; it opens with the 2 that closed the last part.
SMILES	PhoP GFP inhibition	H37Rv inhibition	tuberculosis growth	influenza NS1A	inhibitors of VEEV	others
COc1cccc(CN(C(=O)CN2C(=O)c3ccccc3S2(=O)=O)C(C(=O)NCC2CCCO2)c2ccco2)c1 (configuration not stated)	-6.3%	0.2%	-0.1%	-13.6%	2.1%
Cc1cccc(NC2SC(=O)N(CC(=O)O)C2=O)c1 (configuration not stated)	-17.9%	-5.8%	-3.1%	-6.4%	0.7%
CC1CCCC(NC(=O)c2cc(S(=O)(=O)N3CCCCC3)ccc2Cl)C1C (configuration not stated)	/	-2.8%	13.0%	-12.6%	1.7%
Cc1ccc2cccc(N)c2n1	-0.2%	1.5%	3.0%	-4.8%	1.4%
COC(=O)[C@]1(C)N[C@H](CN(C)S(=O)(=O)c2ccc(F)cc2)[C@@H]2C(=O)N(C)C(=O)[C@@H]21	/	3.2%	-17.5%	-28.1%	1.0%
Cc1cccc(-c2nnc(SCC(=O)O)n2Cc2ccccc2)c1	-1.5%	-3.6%	5.1%	19.0%	i
CN(C)c1cccc(C(=O)OCC(=O)c2ccc[nH]2)c1	/	/	/	-0.1%	4.0%
COc1ccc(F)cc1CN1CCN(C(=O)CCC(=O)Nc2nnc(CC(C)C)s2)CC1	-3.7%	-3.3%	0.2%	-0.2%	3.5%
COc1ccccc1C(=O)Oc1cc(N)n(S(=O)(=O)c2ccc(C)cc2)n1	-6.3%	-7.5%	-2.3%	-6.2%	0.7%
Cc1cc(=O)oc2ccc(OCc3ccccc3)cc12	-1.5%	7.1%	68.5%	-3.8%	0.6%
COc1ccc(/C=N/Nc2cc(C)nc(N3CCOCC3)n2)cc1OC	10.5%	3.6%	5.1%	/	0.2%
O=c1oc(C2(O)CCCCC2)cc2ccccc12	/	-0.2%	-4.9%	0.6%	0.1%
O=C(O)C1CCC(CNCc2ccncc2)CC1 (configuration not stated)	-5.8%	1.3%	-14.7%	-6.0%	0.6%
CCOc1cc(/C=C/C(=O)NCCc2ccc(S(N)(=O)=O)cc2)ccc1OCC(C)C	7.6%	-4.8%	21.3%	1.8%	5.3%
Cc1ccc(-c2cc3ccccc3nc2N2CCCC2)cc1	-0.6%	?	38.9%	-7.5%	3.5%
CCC(C)c1ccccc1NC(=O)c1cccc(-n2cnnn2)c1 (configuration not stated)	/	2.7%	10.2%	-2.4%	2.9%
O=C(COC(=O)C12CC3CC(CC(Cl)(C3)C1)C2)N1CCCCC1	/	-5.6%	6.8%	-2.1%	1.1%

Structural class: those above containing a COOH group
SMILES	PhoP GFP inhibition	H37Rv inhibition	tuberculosis growth	influenza NS1A	inhibitors of VEEV	others
O=C(O)COCCN1CCN(C(c2ccccc2)c2ccc(Cl)cc2)CC1 (configuration not stated)	-1.2%	-6.8%	-2.1%	-6.5%	0.7%
O=C(NC(Cc1ccccc1)C(=O)O)c1cccnc1Cl (configuration not stated)	4.5%	3.2%	-15.1%	4.8%	0.8%
Cc1cccc(NC2SC(=O)N(CC(=O)O)C2=O)c1 (configuration not stated)	-17.9%	-5.8%	-3.1%	-6.4%	0.7%
Cc1cccc(-c2nnc(SCC(=O)O)n2Cc2ccccc2)c1	-1.5%	-3.6%	5.1%	19.0%	i
O=C(O)C1CCC(CNCc2ccncc2)CC1 (configuration not stated)	-5.8%	1.3%	-14.7%	-6.0%	0.6%

Going on with the list:
SMILES	PhoP GFP inhibition	H37Rv inhibition	tuberculosis growth	influenza NS1A	inhibitors of VEEV	others
CCOCCCNC(=O)Cc1ccc(-n2c(CC)nc3cccnc32)cc1	1.3%	-2.6%	-5.4%	-6.3%	i
COc1ccc(-c2cc(C(=O)Oc3ccc([N+](=O)[O-])cc3)c3ccccc3n2)cc1	-1.6%	2.9%	24.8%	-10.5%	5.3%
Cc1nn2c(=O)cc(CSc3ccccc3NC(=O)c3ccccc3)nc2s1	-10.8%	-2.6%	-4.7%	-6.3%	0.7%
CC1CCCC(NC(=O)c2n[nH]c(=O)c3ccccc23)C1C (configuration not stated)	8.1%	-18.6%	-18.7%	4.4%	2.5%
CC1(C)CC(=O)C2=C(C1)N(CCN1CCOCC1)C1=C(C(=O)CC(C)(C)C1)C2c1ccc(Cl)cc1	7.7%	-3.0%	54.1%	-6.4%	4.1%
O=C(O)CC12CC3CC(C1)CC(n1ncc(NCc4ccccc4)c(Cl)c1=O)(C3)C2	-20.3%	8.4%	-4.1%	10.1%	i
COc1ccc(C)cc1NC(=O)Cn1cnc2sc(C)c(S(=O)(=O)N3CCOCC3)c2c1=O	6.2%	-11.6%	31.9%	0.7%	8.0%
CCC(CC)c1nnc(NC(=O)CCN2C(=O)c3ccccc3C2=O)s1	-7.6%	-3.8%	4.5%	-2.7%	0.2%
COc1cc(C(=O)NCC2CCCO2)ccc1OCc1ccc(Cl)cc1 (configuration not stated)	/	2.4%	17.5%	-8.2%	6.0%
CC(C)(C#N)NC(=O)C1CCCN1S(=O)(=O)c1ccc2ccccc2c1 (configuration not stated)	9.4%	1.1%	-4.8%	6.8%	i
COc1ccc(-c2cc(=O)c3ccccc3n2C)cc1	-6.8%	-1.9%	-0.8%	-3.6%	0.8%
CCOC(=O)c1sc(NC(=O)/C=C/c2ccc(F)cc2)nc1C	11.8%	-0.3%	-7.1%	-3.2%	2.4%
O=C(N/N=C/c1ccco1)c1cc([N+](=O)[O-])cc([N+](=O)[O-])c1	-9.7%	?	11.2%	0.3%	0.9%
COc1ccc(C(=O)OCC(=O)c2ccccc2)cc1S(=O)(=O)N1CCOCC1	-6.7%	5.0%	-0.1%	4.0%	0.5%
COc1ccc(Nc2nc(N(C)c3ccccc3)nc(N)c2[N+](=O)[O-])cc1	-11.0%	-10.2%	2.7%	23.5%	2.2%
CC1=C(C(=O)OCC(C)C)C(c2ccsc2)C2=C(CCCC2=O)N1 (configuration not stated)	-7.3%	1.3%	12.5%	-6.4%	6.0%
COC(=O)[C@H](CCSC)NC(=O)Nc1ccc(C)cc1	-8.9%	1.9%	16.2%	-9.9%	i
CCc1nn(CC(=O)N2CCN(Cc3ccc4c(c3)OCO4)CC2)c(=O)c2cc3occc3n12	/	/	/	2.5%	5.5%

Screening results from PubChem.
